Compound activity deposited in PubChem by National Center for Advancing Translational Sciences (NCATS).
Pin1 inhibitor = blocks the human prolyl isomerase Pin1. Q13526. Pin1 FP peptide displacement, HiFluor488, 10 min. Potency, µM (doses to about 115 µM), for inactives: at the top dose activity, negative = inhibition, usual class: inhibitors. actives 0.009% (n = 390,000). AID 504891; active means well fitted inhibition curve with a large enough effect in the polarisation, with a control signal flat, not every such curve was filed as active; inconclusive means small, poorly fitted or top-dose-only effect, or effect the other way, or a change in a side signal; inactive means no such curve, though single readings can be large or run the other way; the % refers to the polarisation; further: potency means the concentration at half of the fitted maximal effect; on the % scale 0 is the no-effect control and ±100 the full control effect
Target sequence (Q13526 whole entry, looked up): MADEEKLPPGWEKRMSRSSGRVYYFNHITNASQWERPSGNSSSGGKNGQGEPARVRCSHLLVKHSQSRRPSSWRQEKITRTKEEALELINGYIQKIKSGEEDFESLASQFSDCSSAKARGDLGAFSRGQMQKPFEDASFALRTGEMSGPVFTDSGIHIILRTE
Tb PGK inh = inhibitors of T. brucei phosphoglycerate kinase; P07378; PGK/GAPDH coupled, Kinase-Glo luminescence, 60 min; Potency, µM (series often up to 57.5 µM), inactives show at the highest dose activity change, negative = inhibition, hits mostly inhibitors; actives 0.043% (n = 380,000); AID 602233; further: potency means the concentration at half of the fitted maximal effect; on the % scale 0 is the no-effect control and ±100 the full control effect; nearly all actives have a fitted effect of over 60% in size
Target sequence (P07378 whole entry, looked up): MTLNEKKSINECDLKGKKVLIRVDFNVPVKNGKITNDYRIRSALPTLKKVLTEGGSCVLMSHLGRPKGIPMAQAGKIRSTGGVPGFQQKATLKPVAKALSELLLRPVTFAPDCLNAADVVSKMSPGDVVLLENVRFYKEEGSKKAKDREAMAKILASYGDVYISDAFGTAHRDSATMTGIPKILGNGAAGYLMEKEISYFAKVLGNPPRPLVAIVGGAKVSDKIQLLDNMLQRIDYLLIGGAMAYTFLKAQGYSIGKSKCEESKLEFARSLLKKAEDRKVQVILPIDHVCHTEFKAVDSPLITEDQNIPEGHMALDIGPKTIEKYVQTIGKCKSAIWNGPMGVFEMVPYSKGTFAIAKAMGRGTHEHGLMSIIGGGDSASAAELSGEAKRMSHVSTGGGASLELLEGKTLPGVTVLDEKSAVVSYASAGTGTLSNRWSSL
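Recombinant glycosomal PGK reaction used 1,3-bisphosphoglycerate generated in-well by GAPDH (100nM final) in 100mM TEA pH 7.6, 5mM MgCl2, 0.01% Tween-20. After 60 minutes at room temperature, ATP was read by Kinase-Glo Plus luminescence end-point.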
BAZ2B inh = BAZ2B (human) inhibition | AlphaScreen BAZ2B-H3K14Ac peptide displacement | actives 4.4% (n = 360,000) | AID 504333 | Q9UIF8 | Potency, µM (series often up to 114 µM), inactives show at the top dose activity change, negative = inhibition, actives largely listed as inhibitors; further: potency means the concentration at half of the fitted maximal effect; on the % scale 0 is the no-effect control and ±100 the full control effect; nearly all actives have a fitted effect of over 60% in size
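Multi-concentration screen (max 110 uM) measuring displacement of acetylated histone H3 peptide from BAZ2B by AlphaScreen, using 50 nM protein, 50 nM peptide and 10 ug/mL streptavidin donor plus Ni-chelate acceptor beads.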
ERG Ets-DNA blk = blocks human ERG Ets domain binding to DNA. actives 0.028% (n = 370,000). P11308. fluorescence polarization, His-ERG Ets domain / labelled DNA. Potency, µM (top dose mostly 76.9 µM), inactives show top-dose FP activity, negative = inhibition, usual class: inhibitors; active means well fitted inhibition curve with a large enough effect in the polarisation, with a control signal flat; inconclusive means small, poorly fitted or top-dose-only effect, or effect the other way, or a change in a side signal; inactive means no such curve, though single readings can be large or run the other way; the % refers to the polarisation;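 further: polarization taken with two DNA probes labelled with fluorescein and Texas red; potency means the concentration at half of the fitted maximal effect; % of control where 0% means no effect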
Target sequence (P11308 whole entry, looked up, the tested form may be a part): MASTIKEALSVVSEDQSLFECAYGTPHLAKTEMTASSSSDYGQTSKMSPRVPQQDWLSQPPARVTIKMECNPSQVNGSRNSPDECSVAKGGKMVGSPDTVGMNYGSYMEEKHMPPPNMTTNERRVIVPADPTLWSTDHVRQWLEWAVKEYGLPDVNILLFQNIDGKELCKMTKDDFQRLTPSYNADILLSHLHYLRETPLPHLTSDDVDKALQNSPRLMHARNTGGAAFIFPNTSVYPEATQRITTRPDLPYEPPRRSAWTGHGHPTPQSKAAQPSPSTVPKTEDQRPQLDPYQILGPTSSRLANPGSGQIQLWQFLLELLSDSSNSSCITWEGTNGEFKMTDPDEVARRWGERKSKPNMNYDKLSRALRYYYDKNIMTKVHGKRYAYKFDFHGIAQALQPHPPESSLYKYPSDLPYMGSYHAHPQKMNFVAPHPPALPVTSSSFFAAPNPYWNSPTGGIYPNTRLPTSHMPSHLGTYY
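His-tagged ERG Ets domain (1 uM in the protein solution; 300mM KCl, 50mM Tris-HCl, 1mM EDTA, 1mM DTT, pH 7.5) received compound, then a probe mix of 5 nM fluorescein-DNA and 100nM Texas-615-DNA. Fluorescence polarization was read for both dyes.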
GLS inh = inhibitors of human glutaminase (GLS). Potency, µM (titrated, usually from 45.5 µM), for inactives: at the top dose activity change, negative = inhibition, most hits filed as inhibitors. actives 0.21% (n = 410,000). GLS enzymatic activity, qHTS titration. O94925; further: potency means the concentration at half of the fitted maximal effect; on the % scale 0 is the no-effect control and ±100 the full control effect
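Two-point fluorescence kinetic (t0, 30 min RT) for hKGA; glutamate detected via glutamate oxidase–HRP–Amplex Red. Substrate: 1 mM L-glutamine solution; buffer 45 mM KH2PO4, pH 8.2.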
JMJD2A Tudor inh = inhibitors of human JMJD2A Tudor domain; O75164; AlphaScreen JMJD2A-Tudor / H3K4me3 peptide binding; Potency, µM (highest dose often 114 µM), for inactives: at the top dose activity change, negative = inhibition, most hits filed as inhibitors; actives 4.4% (n = 390,000); AID 504339; further: potency means the concentration at half of the fitted maximal effect; on the % scale 0 is the no-effect control and ±100 the full control effect; nearly all actives have a fitted effect of over 50% in size
PI4K2A inh = blocks human PI4K2A kinase activity; Q9BTU6; purified PI4K2A, ADP-Glo luminescence, 1 h; hits give low values; activity change, negative = inhibition, % at 76.9 µM; actives 0.13% (n = 420,000); in the data active means activity change below about -50%; inconclusive means mostly about -30% to -49%;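 further: -100% = wells without enzyme as full effect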
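In this quantitative HTS, ADP production by PI4K2A was quantified luminescently after 1 h at ambient temperature; 100 microM adenosine served as plate-quality control.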
G9a inh = G9a (human) methyltransferase inhibition. AID 504332. Potency, µM (titrated, usually from 102 µM), inactives show top-dose activity, negative = inhibition, actives largely listed as inhibitors. G9a H3K9 monomethylation, AlphaScreen, 2 h. Q96KQ7. actives 8.8% (n = 350,000); further: potency means the concentration at half of the fitted maximal effect; on the % scale 0 is the no-effect control and ±100 the full control effect; nearly all actives have a fitted effect of over 75% in size
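G9a (20 nM) was preincubated 15 min with compound, then reacted 2 h at room temperature with 500 nM biotin-H3K9 peptide and 20 µM SAM. Monomethyl-H3K9 detected by AlphaScreen using anti-H3K9me1 antibody.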
HP1b chromo inh = blocks HP1-beta chromodomain binding to methylated histone tails | AlphaScreen HP1-beta / biotin-H3K9me3 peptide binding | Potency, µM (highest dose often 114 µM), for inactives: top-dose activity change, negative = inhibition, most hits filed as inhibitors | actives 0.56% (n = 390,000) | AID 540317; further: potency means the concentration at half of the fitted maximal effect; nearly all actives have a fitted effect of over 70% in size; inactives centre near 23
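HP1-beta protein (50 nM final) preincubated 30 min at room temperature with biotinylated H3(1-18)K9me3 peptide (50 nM) in PBS pH 7.4, 0.01% Tween-20, then compound added for 30 min. AlphaScreen streptavidin donor/nickel chelate acceptor beads (10 ug/mL final), 30 min dark, luminescence read.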
Starred values were filed as active, the others as inactive; i = inactive; ? = inconclusive; nt = no result given; [ ] = dose if it differs, or a comment. Unless noted, the call rests on the fitted dose curve; in most records, active means well fitted curve in the direction sought with a large enough effect; inconclusive means small, poorly fitted or top-dose-only effect, or another doubt; inactive means no such curve, though single readings can be large; an effect the other way counts as inactive or inconclusive.

SMILES	Pin1 inhibitor	Tb PGK inh	BAZ2B inh	ERG Ets-DNA blk	GLS inh	JMJD2A Tudor inh	PI4K2A inh	G9a inh	HP1b chromo inh
O=C(CN(Cc1ccc(Br)cc1)S(=O)(=O)c1ccccc1)NCc1ccccn1	6%	-5%	-5%	8%	-1%	-26%	5	54%[activator]	14%
C#CCOCCOCCOCCNc1nc(N2CCN(C(=O)CCCCCCCCCCNC(=O)[C@H](CO)n3cc(CCCSC)nn3)CC2)nc(N2CCN(C(=O)CCCCCCCCCCNC(=O)[C@H](CCCCN)n3cc(CCO)nn3)CC2)n1	?	18%	nt	5%	?	56µM*	-1	nt	?
O=C(N/N=C/c1ccc(Cl)cc1)C1CC12CCC2 (stereo unspecified)	6%	-8%	-19%	-5%	-4%	4%	-2	-29%	17%
CCOc1ccc(-c2noc(=O)[nH]2)cc1	-8%	2%	-9%	-6%	1%	-3%	4	-26%	41%
O=C(/C=C/c1ccc(Cl)cc1)NCCc1ccccc1	-6%	-5%	-14%	-6%	2%	-4%	3	5%[59 µM]	30%[activator]
C[C@H](CO)N1C[C@H](C)[C@@H](CN(C)C(=O)Nc2ccccc2)Oc2ccc(NC(=O)Cc3ccccc3)cc2C1=O	5%	9%	nt	2%	-2%	-12%	1	nt	28%
Brc1cc(/C=N/n2cnnc2)oc1Br	-5%	nt	6%	-5%	-1%	-3%	-3	?	73%[activator]
CCN(CC)S(=O)(=O)c1ccc(OC)c(NC(=O)C(C)Oc2ccc3c(C)cc(=O)oc3c2)c1 (stereo unspecified)	25%	-8%	10%	-2%	2%	-5%	5	-5%[59 µM]	27%
C(CCCN1CCCCC1)CCN1CCCCC1	4%	-7%	nt	2%	130%[activator]	-4%	1	nt	26%
Nc1nnc(Sc2ncccc2[N+](=O)[O-])s1	0%	5%	5%	3%	2%	-14%	2	0%	26%
C[C@]1(CC/C(=C/CO)CO)[C@H](CO)CC[C@@]23COC(=O)C2=CCC[C@@H]31	-3%	i	6%	9%	-3%	6%	7	-5%[12.7 µM]	49%[activator]
CNC(=O)C(=O)NCC1OCCN1S(=O)(=O)c1ccc([N+](=O)[O-])cc1 (stereo unspecified)	3%	3%	2%	0%	1%	-18%	-6	13%[59 µM]	28%
Cc1cc(C)c(OCCCCN2CCNCC2)c(C)c1	-4%	-9%	?	-1%	-5%	-8%	0	?	18%
CN1C(=O)[C@H]2[C@@H](c3ccc(F)cc3)N3C(=O)c4ccccc4NC(=O)[C@@]3(C)[C@H]2C1=O	0%	-12%	-20%	-4%	-2%	-18%	0	11%	16%
O=C(NCc1ccc2c(c1)OCO2)C1(S(=O)(=O)c2ccccc2)CC1	-1%	-1%	6%	-1%	-3%	-23%	5	7%[59 µM]	32%
Fc1ccccc1OCCn1c(=S)[nH]c2ccccc21	-2%	i	-37%	4%	-5%	?	-5	7.1µM*	33%
COc1ccc(S(=O)(=O)N2CCN(Cc3cccc(Cl)c3)CC2)cc1	0%	-6%	-1%	-5%	10%	-12%	-6	-21%[59 µM]	16%
Cc1ccc(Nc2cc(-n3nc(C)cc3C)ncn2)c(C)c1	4%	-4%	-5%	5%	-4%	6%[57.1 µM]	3	22%[59 µM]	44%[activator]
CCc1cccc2sc(N3CCN(C(=O)c4cc5ccccc5cc4OC)CC3)nc12	5%	10%	-33%	-5%	-14%	-28%	3	-28%[59 µM]	24%
CCOC(=O)CCC(=O)N(CCN(C(=O)CCC(=O)OCC)c1ccccc1)c1ccccc1	1%	i	-1%	-4%	2%	-13%[57.1 µM]	-4	?	17%
CC1(C)CC(=O)c2cc(-c3nc(-c4ccc(Cl)cc4)cs3)c(=O)[nH]c2C1	1%	-4%	1%	-2%	-6%	3%	1	14µM*	29%
COc1ccc(N=Nc2c(-c3ccc(OC)cc3)[nH]oc2=O)cc1	23%	-1%	-30%	4%	-8%	-22%	-2	40µM*	-2%
COc1cccc(C(=O)NCC2CCN(c3ccc(S(=O)(=O)N4CCOCC4)cc3)CC2)c1	31%[activator]	i	8%	5%	-8%	1%	3	10%	9%
CN1CCN(c2ccc([N+](=O)[O-])cc2NC(=O)c2ccccc2Cl)CC1	-3%	-1%	?	0%	1%	-6%	1	-10%[0.501 µM]	8%
O=C(O)c1ccc2c(c1)NC(=O)C(N1CCCC1)S2 (stereo unspecified)	?	-4%	-37%	8%	6%	-22%	-1	4%[12.7 µM]	16%
CCN1CCN(c2cc3nc(C)n(Cc4ccccc4)c(=O)c3cc2NC(=O)c2ccccc2F)CC1	3%	9%	-18%	-20%	1%	?	4	35µM*	15%
Cc1ccc(C)c(NC(=O)CSc2cn(CC(=O)N3CCCCC3)c3ccccc23)c1	4%	i	-23%	0%	-2%	-18%	2	-29%[59 µM]	26%
CCCCN(CC)CCNC(=O)CCNC(=O)Cn1ccc2ccccc2c1=O	4%	-5%	nt	4%	-1%	-1%	4	-47%	37%
CCCCNC(=O)CCCCCn1c(=O)[nH]c2ccccc2c1=O	-4%	-7%	5%	2%	6%	-4%	-5	6%[59 µM]	40%[activator]
CCC(CO)Oc1cc(NC(=O)c2ccc([N+](=O)[O-])cc2)c2ncn(C(C)C)c2c1 (stereo unspecified)	4%	i	nt	?	0%	-16%	-3	nt	31%
COc1cccc(NC(=O)CN(C)S(=O)(=O)/C=C/c2ccccc2)c1	?	-1%	-1%	3%	-3%	-4%	-2	13%[12.7 µM]	25%
CN1CCN(CC(=O)Nc2ccc(Oc3ccccc3)cc2)CC1	-6%	-9%	7%	-10%	0%	-14%	-1	13%[12.7 µM]	17%
COc1ccc(C2NN=C(c3c[nH]c4ccccc34)C2O)cc1 (stereo unspecified)	?	-10%	?	-1%	-6%	?	-2	22µM*	0%
Cc1ccc(C)c(C(C)NC(=S)NCc2ccc(F)cc2)c1 (stereo unspecified)	-7%	i	6%	-7%	-1%	-2%	-1	15%	63%[activator]
CC(C)CCn1nnnc1C(c1ccccc1F)N1CCC(C(N)=O)CC1 (stereo unspecified)	0%	0%	-5%	3%	8%	5%	9	6%[12.7 µM]	87%[activator]
COc1ccccc1C1NC(=O)c2ccccc2O1 (stereo unspecified)	-2%	-10%	7%	-3%	-10%	-20%	0	nt	5%
COc1cccc(NC(=O)CN2C(=O)CSc3ccc(S(=O)(=O)N4CCCC4)cc32)c1	1%	i	?	-7%	-12%	-18%	-3	-15%[59 µM]	38%
CCOc1ncccc1C(=O)NC(C)CCc1ccccc1 (stereo unspecified)	-1%	-2%	-2%	23%	3%	10%	-11	-10%	20%
CCOC(=O)c1cc2ccc(OC)c(OC)c2c(=O)s1	2%	i	6%	12%	1%	-7%	-6	22%[59 µM]	31%
CCOC(=O)c1cccc(NC(=O)C2CCCN2S(=O)(=O)c2cccc3cccnc23)c1 (stereo unspecified)	-4%	-3%	9%	10%	-9%	-17%	-6	3%	40%[activator]
CC(=O)c1cccc(NC(=O)CSc2nnc(C(C)N(C)C)n2-c2ccc(F)cc2)c1 (stereo unspecified)	5%	10%	1%	1%	-6%	-10%	4	8%	16%
COc1ccc(S(=O)(=O)N2CCCCC2)cc1C(=O)N1CCCC1	-2%	6%	-2%	9%	-16%	-10%	-4	21%[0.501 µM]	36%
Cc1cccc(C(CC(=O)O)n2cccc2)c1 (stereo unspecified)	5%	9%	-33%	-2%	-17%	-20%	1	-6%[59 µM]	40%
Cc1ccc(Cl)cc1NC(=O)c1cc(-c2ccc3c(c2)OCCO3)on1	41%[activator]	i	-1%	2%	-6%	9%	-4	4%[59 µM]	42%
COc1ccc2c(c1)cc(CNc1ccc(OC)c(OC)c1)c(=O)n2CC(=O)Nc1ccccc1C	-11%	-2%	-15%	1%	-1%	-2%	3	?	43%[activator]
CCCN(CC1CC1)C(=S)Nc1ccccc1F	-1%	-3%	6%	1%	13%	-5%	-4	?	30%
CCN1C=C(C(=O)OC)C(c2cccc(OC)c2OC)C(C(=O)OC)=C1	-12%	5%	-6%	1%	-19%	4%	-1	61%[activator]	81%[activator]
CCN(CC)c1ccc(NC(=O)Nc2ccccc2C(F)(F)F)cc1	12%	-10%	-36%	6%	26%	-24%	13	nt	6%
COc1ccccc1C(=O)N1CCN(S(=O)(=O)Cc2ccccc2)CC1	-3%	2%	nt	0%	8%	-6%	5	7%[59 µM]	49%[activator]
CCC1CCCCN1S(=O)(=O)c1ccc(-n2cnnn2)c(C)c1 (stereo unspecified)	2%	3%	-17%	0%	8%	-4%	0	-9%	30%[activator]
CCCCCn1c(=O)[nH]c2cc(C(=O)NCCN3C(C)CCCC3C)ccc2c1=O (stereo unspecified)	7%	-1%	-12%	12%	-18%	-9%	-2	-4%	15%
COc1cc(OC)c(OC)cc1CNCCCSc1nnnn1C	1%	-1%	-9%	-1%	2%	-6%	-4	1%[59 µM]	58%[activator]
COc1ccc(Cc2nnc(NC(C)=O)s2)cc1	15%	i	2%	6%	6%	2%	1	-26%	32%
CC1CC(C)CN(C(=O)c2cn(C)c3ccc(S(=O)(=O)N(C)C)cc3c2=O)C1 (stereo unspecified)	-3%	-6%	-4%	4%	2%	-4%	7	9%	57%[activator]

Random draw from the library; about 11% have a hit in one of these screens.
